TRHR ag = TRH receptor (human) agonism. 360,000 compounds, 0.18% hits. TRHR cells, calcium flux fluo-8, FDSS agonist mode. AID 493084. P34981. activation, % at 2 µM; also: 0% is about no effect
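Agonist-mode FDSS calcium read (Ex 480/Em 530, 1 s cycles) in 1536-well TRHR cells with fluo-8 dye, after 10-cycle baseline and 23 nL compound addition; TRH at EC20 (10 nM final) added afterwards for the enhancer phase.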
D1 potentiator = human D1 dopamine receptor positive modulation; AID 504651; potentiation, % at 10 µM; HEK293 TREx D1 cells, calcium flux, dopamine EC20 potentiation; 360,000 compounds, 0.036% hits; P21728; in the data active = potentiation above about 30%; also: 0% is about no effect
D1 agonist = human D1 receptor agonism; HEK293 T-REx D1 cells, calcium flux, agonist mode; activation, % at 2 µM; 360,000 compounds, 1% hits; also: 0% is about no effect
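Agonism was scored from calcium flux recorded over 180 s (1 read/s) after pintool compound addition, following a 10-cycle baseline. Cells were inducible force-coupled HEK293 TREx D1, plated overnight at 30 C and loaded with no-wash calcium dye.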
D2 PAM = positively modulates the human D2 dopamine receptor allosterically. P14416. HEK293 T-REx D2, calcium flux, EC20 dopamine potentiation. potentiation, % at 10 µM. 340,000 compounds, 0.34% hits. AID 485347;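 active = potentiation over 3 SD above the plate norm, cut at about 30% in these data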; also: 0% is about no effect
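Potentiation of an EC20 dopamine calcium response measured kinetically over 180 s, after a preceding 180 s compound-only read flagging agonists. Cells: inducible Hek293 Trex D2 line, 4000/well, cultured overnight at 30 C before dye loading.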
D2 antagonist = antagonists of human D2 dopamine receptor. P14416. 340,000 compounds, 2% hits. AID 485344. inhibition, % at 10 µM. HEK293 TREx D2 cells, calcium flux, dopamine EC80; in the data active = inhibition above about 30%; also: 0% is about no effect
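Cells plated overnight at 30 C with tetracycline; no-wash calcium dye, 30–90 min RT; 10 s baseline; compound pinned; 180 s read; EC80 dopamine added; another 180 s read.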
TRHR enhancer = allosterically enhances the human TRH receptor. P34981. TRHR cells, fluo-8 calcium fluorescence, EC20 TRH enhancement. enhancement, % at 2 µM. 360,000 compounds, 0.66% hits; in the data active = enhancement above about 30%; also: 0% is about no effect
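Enhancer read-out: after compound pinning and an initial kinetic agonist-mode read, an EC20 of TRH (10 nM final) was injected and fluo-8 calcium signal (Ex 480/Em 530) followed at 1 s/cycle for 100 cycles in TRHR-expressing cells.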
D2 ag = D2 dopamine receptor (human) agonism; HEK293 T-REx D2 cells, calcium flux agonist mode; activation, % at 2 µM; 340,000 compounds, 0.53% hits;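 active = activation over 3 SD above normal in the single-dose calcium agonist read, cut at about 30% in these data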; also: 0% is about no effect
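Agonism scored from kinetic calcium signal (1 read/sec, 180 s) following compound pin transfer, after a 10 s baseline. Cells: HEK293 Trex line expressing inducible D2 receptor coupled to calcium, dye-loaded after overnight culture at 30 C.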
D1 antagonist = human D1 dopamine receptor antagonism. P21728. HEK293 TREx D1 cells, calcium flux, dopamine EC80; hits give low values. activity change, negative = inhibition, % at 10 µM. 360,000 compounds, 3.2% hits. AID 504652; in the data active = activity change below about -30%; also: % is scaled to controls: 0 for no effect and ±100 for the full control effect
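Antagonism measured as reduced calcium response to an EC80 dopamine addition following 180 s compound pre-read; cells were inducible HEK293 Trex D1 plated overnight at 30 C, read kinetically at 1 cycle/sec.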
RXFP1 antagonist = antagonists of human relaxin receptor RXFP1; HEK293-RXFP1, relaxin-stimulated cAMP HTRF, 30 min; hits give low values; 350,000 compounds, 0.59% hits; AID 1259400; activity change, negative = inhibition, % at 57.5 µM; Q9HBX9;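 active = activity change of -60% or lower, but not beyond a set lower limit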; also: % is scaled to controls: 0 for no effect and ±100 for the full control effect
Target sequence (Q9HBX9 whole entry, looked up): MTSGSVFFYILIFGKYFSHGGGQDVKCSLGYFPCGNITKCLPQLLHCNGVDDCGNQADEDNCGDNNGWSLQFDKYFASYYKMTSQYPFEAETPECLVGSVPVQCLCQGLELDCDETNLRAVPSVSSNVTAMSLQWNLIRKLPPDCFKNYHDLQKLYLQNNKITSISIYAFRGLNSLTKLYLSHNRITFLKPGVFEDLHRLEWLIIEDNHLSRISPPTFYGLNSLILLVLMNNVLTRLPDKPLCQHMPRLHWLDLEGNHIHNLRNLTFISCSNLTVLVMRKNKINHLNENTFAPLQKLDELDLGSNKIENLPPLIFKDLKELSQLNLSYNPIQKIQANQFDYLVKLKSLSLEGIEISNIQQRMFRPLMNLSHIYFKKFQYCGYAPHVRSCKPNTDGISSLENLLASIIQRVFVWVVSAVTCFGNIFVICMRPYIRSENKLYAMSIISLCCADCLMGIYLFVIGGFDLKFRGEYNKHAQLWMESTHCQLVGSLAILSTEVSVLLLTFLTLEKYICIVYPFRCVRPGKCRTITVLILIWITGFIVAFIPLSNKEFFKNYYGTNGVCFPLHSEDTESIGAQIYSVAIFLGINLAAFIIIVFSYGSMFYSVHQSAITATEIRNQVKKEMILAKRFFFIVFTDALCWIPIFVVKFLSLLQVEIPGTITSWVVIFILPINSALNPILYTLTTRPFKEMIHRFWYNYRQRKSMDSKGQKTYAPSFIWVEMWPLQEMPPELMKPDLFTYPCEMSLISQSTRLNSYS
* marks the source's active call; other numbers are inactive results; · = not tested or not shown; & = joins results of further samples. Rule as the data show it, unless noted: active = activation above about 30%; inactive = the rest.

SMILES	TRHR ag	D1 potentiator	D1 agonist	D2 PAM	D2 antagonist	TRHR enhancer	D2 ag	D1 antagonist	RXFP1 antagonist
COc1ccc(-c2csc(N(Cc3ccccc3)C(=O)COc3ccc(Cl)cc3)n2)cc1	0.1	-4	1	-5	8	-4	0.1	4	2
O=C(O)c1ccc(-c2nc(-c3cccc(C(F)(F)F)c3)cs2)cc1	-3.0	2	3	18	3	0	-0.6	-7	-2
O=C1OCc2ccc(NC(=O)c3ccccc3C(=O)O)cc21	1.2	5	2	15	6	7	-0.5	-7	5
CN(C)CCNc1oc(COc2cccc(Cl)c2)nc1C#N	0.8	-8	3	-3	-11	10	0.2	-8	-9
O=S(=O)(Nc1ccc(Br)cc1F)c1ccc2nc(-c3ccccc3)[nH]c2c1	0.6	-3	2	3	·	2	-1.1	-10	·
CCCc1[nH]nc2c1C(c1ccccc1OC)C(C#N)=C(N)O2 (stereo not drawn)	-0.4	-2	1	-9	1	-2	-0.8	5	-10
Cc1occc1C(=O)NNC(=O)C(c1ccccc1)c1ccccc1	-0.3	-3	9	0	17	0	-0.1	-1	8
Cc1ccccc1C(=O)c1cccn1CC(=O)NCc1ccccc1	-1.1&-2.1	-2&-4	1&-1	-8&-5	0	-3&1	-0.5&1.6	2&-7	1&-8
CCOC(=O)c1ccccc1NC(=O)C=C(C)C	-0.2	2	3	4	-4	-1	-1.0	5	3
CC(C)(O)C#Cc1ccc([C@@H]2C[C@H]3CN(c4ccccc4)C(=O)[C@]34CCCN24)s1	-0.4	-3	2	6	-6	-1	-2.7	2	3
Cc1c(CNCC(C)c2ccccc2)c(C(=O)O)c(C)n1Cc1ccccc1 (stereo not drawn)	0.0	-3	1	0	-5	-1	-0.2	-2	5
CC12CCC(=O)N1C(C(=O)Nc1nccs1)CS2 (stereo not drawn)	-0.3	-3	1	-4	19	0	0.0	-12	-5
NS(=O)(=O)c1ccc(CNC(=O)c2cc(=O)[nH]c3ccccc23)cc1	0.4	-2	2	2	-5	-1	0.2	20	14
COC(=O)c1ccc(OC)c(OC)c1Cl	0.0	-5	2	3	-15	1	0.6	29	1
COc1cc(OC)c(N(C)S(=O)(=O)c2cccc(C(=O)NC(C)C3CC4CCC3C4)c2)cc1Cl (stereo not drawn)	0.3	2	1	-9	-18	-12	0.3	-1	-3
CC1(C)NC(=O)N(CC(O)CN(c2ccccc2)S(=O)(=O)c2ccccc2)C1=O (stereo not drawn)	0.7	6	0	-3	12	1	1.1	-8	-15
c1ccc(CCN2CN=C(Nc3nc4ccccc4o3)NC2)cc1	0.4	-8	1	6	-18	-6	-0.5	13	20
COc1cc(/C=C/C(=O)OCC(=O)N2c3ccccc3NC(=O)C2(C)C)cc(OC)c1OC	0.3	0	3	-5	3	-1	-0.4	10	-19
N#CC1=C(SCc2ccccc2)NC(=O)C(C#N)C12CCCC2 (stereo not drawn)	-0.6	1	4	10	0	2	0.1	7	-6
Cc1ccnc2c(N3C(=O)C4C5C=CC(C5)C4(C)C3=O)cccc12 (stereo not drawn)	-0.6	3	-2	-18	-5	-2	-0.1	12	-7
O=c1c2[nH]cnc2n(-c2ccccc2)c(=O)n1Cc1ccccc1	-0.9	2	3	-12	20	-5	-0.3	-22	3
COc1cccc(-c2cc(C(=O)O)no2)c1	0.6	5	2	4	8	2	0.8	1	-8
Cc1ccc(N2CCN(S(=O)(=O)N(C)C)CC2)cc1C	0.0	4	18	3	-3	16	-1.0	2	-2
COc1ccc2c3c(cccc13)N(C)N=C2C	0.4	0	2	8	-1	2	-0.3	-3	-5
O=C(COc1ccc(C(=O)c2ccccc2)cc1)NC1CCCCCC1	0.6	-1	12	-3	16	2	1.8	-19	-6

Continuation.
SMILES	TRHR ag	D1 potentiator	D1 agonist	D2 PAM	D2 antagonist	TRHR enhancer	D2 ag	D1 antagonist	RXFP1 antagonist
COc1ccccc1/C=C/CN1CCC(Oc2ccc(C(=O)N3CCCC3)cc2)CC1	-0.9	-4	3	-20	47*	7	-0.2	-20	-13
COCCn1c(C)cc(O)c(C(c2ccc(OC)cc2)N2CCN(c3ccccc3)CC2)c1=O (stereo not drawn)	0.6	-3	4	-24	·	-6	·	-11	-8
CC(C)c1ccc(C2NC(=O)c3ccccc3O2)cc1 (stereo not drawn)	-0.2	-7	1	·	10	-3	-3.1	9	-8
Cc1ccc(NC(=O)Cn2c(=O)oc3ccccc32)cc1	0.4	-2	4	-12	11	-3	-2.0	-6	10
COc1ccc(C2c3c(n[nH]c3C)CC(C)(O)C2C(C)=O)cc1OC (stereo not drawn)	0.4	5	-1	10	4	6	-0.1	7	-12
O=C(Nc1ccn(Cc2ccccc2)n1)c1ccc2c(c1)OCO2	-0.2	-4	1	-4	-3	-2	-1.5	·	-4
Cc1cccc(NS(=O)(=O)c2ccc3[nH]c4c(c3c2)CCCCCC4)c1	0.0	-6	1	-6	·	-2	1.1	-87*	-15
CCCC(C(=O)NCCc1ccc(S(N)(=O)=O)cc1)c1ccccc1 (stereo not drawn)	0.1	-1	4	-9	8	-1	0.1	-5	-1
NCCCC[C@H]1CNC(=O)C(=O)N1CCc1cccc2ccccc12	0.7	-6	3	-6	7	3	0.7	-16	·
O=C(NCCc1cccs1)c1ccc(Cl)cc1	-0.2	-3	1	-2	12	29	-1.1	-9	0
CC1CCCN(C(=O)CNC(=O)c2sc3ccccc3c2Cl)C1 (stereo not drawn)	-0.2	-2	0	-1	6	3	0.1	34	-7
NC(=O)c1cc2nc(-c3ccco3)cc(C(F)(F)F)n2n1	0.1	1	-3	1	6	0	-0.6	-7	27
COc1ccc(CCNC(=S)N2CCC(C(N)=O)CC2)cc1	-0.2	-4	20	-18	-4	4	0.8	5	2
O=C1CSC2(C(=O)N3CCCc4cccc2c43)N1c1cccc(C(F)(F)F)c1 (stereo not drawn)	-0.5	-4	3	2	23	-5	-0.7	0	9
O=C(NCc1ccc(F)cc1)c1ccc(CSCc2cccc(Cl)c2)o1	0.6	-7	20	3	·	-3	·	-1	4
COc1cccc(CNC(=O)C2Cc3cc(S(=O)(=O)N4CCCCCC4)ccc3N2C(C)=O)c1 (stereo not drawn)	0.0	1	2	-6	·	-3	9.3	5	·
O=C(/C=C\c1ccc2c(c1)OCO2)NC1CC(=O)N(c2cccc(F)c2)C1 (stereo not drawn)	-0.2	2	1	5	·	-1	-0.5	·	-9
COc1ccccc1CNC(=O)CCc1c(C)nn(-c2ccc(N3CCCC3)nn2)c1C	0.0	-6	0	-9	·	10	0.0	-5	8
Cn1c(SCC(=O)Nc2ccc(N3CCOCC3)c(Cl)c2)nnc1C(O)c1ccccc1 (stereo not drawn)	0.2	-2	-2	0	-24	-4	0.2	13	-11
O=[N+]([O-])c1cccc(COc2ncnc3cc([N+](=O)[O-])ccc23)c1	0.2	1	1	2	-6	-8	-0.3	-2	36
CN1CC(=O)N(CC(=O)Nc2cccc(S(=O)(=O)N3CCOCC3)c2)C1=O	0.7	-7	5	0	3	-2	-0.2	21	-10
COc1cc(NC(=S)Nc2ccc(N(C)C(C)=O)cc2)cc(OC)c1	0.4	-3	1	-4	-2	0	0.8	-9	-21
Cc1ccc(-c2cc(C(F)(F)F)n3nc(C(=O)N4CCN5CCCC5C4)cc3n2)cc1 (stereo not drawn)	-0.9	-4	2	3	17	8	-0.4	-14	8
O=C(Nc1nnc(-c2ccc(F)cc2)o1)c1cccc([N+](=O)[O-])c1	0.7	-3	20	-2	-3	-1	3.9	-1	-5
COc1ccc(-n2c(C)n[nH]c2=O)cc1	0.2	-4	4	5	-13	9	0.2	-12	-9

Record cards, as listed above:
COc1ccc(C2c3c(n[nH]c3C)CC(C)(O)C2C(C)=O)cc1OC (stereo not drawn) reads TRHR ag: 0.4; D1 potentiator: 5; D1 agonist: -1; D2 PAM: 10; D2 antagonist: 4; TRHR enhancer: 6; D2 ag: -0.1; D1 antagonist: 7; RXFP1 antagonist: -12
NS(=O)(=O)c1ccc(CNC(=O)c2cc(=O)[nH]c3ccccc23)cc1 reads TRHR ag: 0.4; D1 potentiator: -2; D1 agonist: 2; D2 PAM: 2; D2 antagonist: -5; TRHR enhancer: -1; D2 ag: 0.2; D1 antagonist: 20; RXFP1 antagonist: 14
O=c1c2[nH]cnc2n(-c2ccccc2)c(=O)n1Cc1ccccc1 reads TRHR ag: -0.9; D1 potentiator: 2; D1 agonist: 3; D2 PAM: -12; D2 antagonist: 20; TRHR enhancer: -5; D2 ag: -0.3; D1 antagonist: -22; RXFP1 antagonist: 3

A run of entries from the list above:
SMILES	TRHR ag	D1 potentiator	D1 agonist	D2 PAM	D2 antagonist	TRHR enhancer	D2 ag	D1 antagonist	RXFP1 antagonist
O=C(Nc1nnc(-c2ccc(F)cc2)o1)c1cccc([N+](=O)[O-])c1	0.7	-3	20	-2	-3	-1	3.9	-1	-5
COc1ccc(-n2c(C)n[nH]c2=O)cc1	0.2	-4	4	5	-13	9	0.2	-12	-9

(more compounds)
SMILES	TRHR ag	D1 potentiator	D1 agonist	D2 PAM	D2 antagonist	TRHR enhancer	D2 ag	D1 antagonist	RXFP1 antagonist
Cc1ccc(S(=O)(=O)CCc2ccncc2)cc1	0.6	0	5	-10	-10	1	0.8	5	-4
COc1ccccc1N(CC(=O)N/N=C/c1ccc(SC)cc1)S(C)(=O)=O	-0.5	-5	0	-7	4	18	-1.3	-3	·
O=C(NCC(=O)N(c1ccc(F)cc1)C(C(=O)NC1CCCC1)c1cccnc1)c1ccco1 (stereo not drawn)	1.0	12	4	-2	-11	7	1.4	3	4
CCOc1ccc(N2C(=O)C(Cl)=C(Nc3ccccc3O)C2=O)cc1	3.9	-3	7	-2	-10	8	0.4	2	-20
Cc1ccccc1C(=O)Nc1ccc(N(C)C)c2ccccc12	-0.6	-12	1	·	·	3	·	-16	2
O=C(COc1ccc2c(-c3ccccc3)cc(=O)oc2c1)NCCCn1ccnc1	0.4	1	2	-1	7	-5	0.0	-6	·
CCOc1ccc(NC2c3ccccc3C(=O)N2c2ccc(Cl)cn2)cc1 (stereo not drawn)	0.0	1	2	-4	-14	-4	-0.5	8	4
CCOc1cc(CNCCSc2nnnn2-c2ccccc2)cc(Cl)c1OC	-1.5	1	40*	11	·	6	-2.1	-2	-3
O=C1c2ccccc2C(=O)c2c(NCCCN(CCO)CCO)cccc21	0.0	0	2	0	0	-2	0.3	23	-20
Nc1ccc2oc(-c3ccccn3)nc2c1	0.6	-4	-1	50*	-3	2	0.1	-10	2
O=C1c2ccccc2-c2onc3ccc(Oc4ccccc4)c1c23	2.0	21	11	29	16	32*	2.0	97	-18
CC(=O)c1ccc(NC(=S)N2CCCC(CO)C2)cc1 (stereo not drawn)	-0.1	-6	2	2	-9	-1	0.0	-13	13
Cc1ccc2nc(-c3ccncc3)cc(C(=O)Nc3ccc4c(c3)OCCO4)c2c1	-1.2	-8	4	12	-27	8	-1.2	5	-9
Cc1ccc(S(=O)(=O)N(C)CC(=O)N2CCN(Cc3ccccc3)CC2)cc1	-1.0	-10	2	16	-23	22	1.9	-11	-2
